# Bioassay records from PubChem BioAssay.
# SIRT5 block: sirtuin-5 (human) deacylase inhibition; Q9NXA8; Purified SirT5, succinyl-peptide AMC, trypsin-coupled fluorescence; inhibition, % at 15 µM; 330,000 compounds, 1.1% hits; in the data active means inhibition above about 15%; inconclusive means no clear call, values can overlap the other calls
# Target sequence (Q9NXA8 whole entry, looked up): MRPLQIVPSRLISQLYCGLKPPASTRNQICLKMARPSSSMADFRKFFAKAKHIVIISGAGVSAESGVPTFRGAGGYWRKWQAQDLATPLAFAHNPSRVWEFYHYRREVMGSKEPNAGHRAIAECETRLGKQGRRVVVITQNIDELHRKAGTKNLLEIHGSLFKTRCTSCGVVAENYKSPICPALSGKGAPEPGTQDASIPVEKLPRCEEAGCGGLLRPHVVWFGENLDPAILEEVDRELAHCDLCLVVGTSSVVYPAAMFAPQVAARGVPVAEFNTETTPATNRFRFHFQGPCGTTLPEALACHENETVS
# ERp5 block: ERp5 (human) disulfide isomerase inhibition. 350,000 compounds, 0.05% hits. ERp5 insulin aggregation, absorbance 650 nm, 90 min. AID 651711. inhibition, % at 9.99 µM;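 active means mean replicate inhibition above about 25%, with every replicate also reaching it, limit read from the data, passing the limit was not always enough; inconclusive means only one of those two criteria met; inactive means neither criterion met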
# S100A4 MyoIIA: S100A4-myosin IIA interaction inhibition; P26447; S100A4/TAMRA-MyoIIA peptide fluorescence polarization; inhibition, % at 10.7 µM; 360,000 compounds, 0.14% hits; AID 652163;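 active means mean inhibition of at least 70% across replicates, with every replicate also reaching that level; inconclusive means mean inhibition reaches 70% but some replicates fall short; inactive means mean inhibition below 70%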
# Target sequence (P26447 whole entry, looked up): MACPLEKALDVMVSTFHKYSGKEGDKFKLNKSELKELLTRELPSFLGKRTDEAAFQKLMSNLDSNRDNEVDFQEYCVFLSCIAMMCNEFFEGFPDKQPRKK
#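 System – human S100A4 monomer protein, biochemical binding assay · Buffer or medium – Calcium-containing HEPES buffer, pH 7.2 · Timing – 5 min between mix addition and reading · Also added – TAMRA-labelled myosin IIA heavy-chain peptide probe, 5 nM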
# DENV2 CPE: DENV2-induced cell death inhibition; DENV2-infected cells, cytopathic effect rescue, plate reader; AID 651640; CPE inhibition, % at 9.99 µM; 350,000 compounds, 1.7% hits; in the data active means CPE inhibition above about 20%, passing the limit was not always enough; inconclusive means no clear call, values can overlap the other calls; tested in BHK-21 cells;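 further: 0% = median of neutral control wells and 100% = median of positive control wells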
# E-sel inducer: induces E-selectin expression in human endothelial cells; HUVEC E-selectin immunofluorescence imaging; normalized: neutral wells 0, TNF-alpha wells 100; activation, % at 7.58 µM; 260,000 compounds, 0.37% hits; AID 686992;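 active means mean E-selectin-positive cell signal at least 10% of the positive control, reached in at least 60% of replicates, without over 20% cell loss; inconclusive means no rule given, readout overlaps actives, possibly toxicity-flagged; inactive means the rest, including those meeting only one limit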;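 further: in these data hits start at about 27%; measured in HUVEC primary endothelial cells; signal is the percent of cells scored E-selectin positive by PE staining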
# Target sequence (P16581 whole entry, looked up): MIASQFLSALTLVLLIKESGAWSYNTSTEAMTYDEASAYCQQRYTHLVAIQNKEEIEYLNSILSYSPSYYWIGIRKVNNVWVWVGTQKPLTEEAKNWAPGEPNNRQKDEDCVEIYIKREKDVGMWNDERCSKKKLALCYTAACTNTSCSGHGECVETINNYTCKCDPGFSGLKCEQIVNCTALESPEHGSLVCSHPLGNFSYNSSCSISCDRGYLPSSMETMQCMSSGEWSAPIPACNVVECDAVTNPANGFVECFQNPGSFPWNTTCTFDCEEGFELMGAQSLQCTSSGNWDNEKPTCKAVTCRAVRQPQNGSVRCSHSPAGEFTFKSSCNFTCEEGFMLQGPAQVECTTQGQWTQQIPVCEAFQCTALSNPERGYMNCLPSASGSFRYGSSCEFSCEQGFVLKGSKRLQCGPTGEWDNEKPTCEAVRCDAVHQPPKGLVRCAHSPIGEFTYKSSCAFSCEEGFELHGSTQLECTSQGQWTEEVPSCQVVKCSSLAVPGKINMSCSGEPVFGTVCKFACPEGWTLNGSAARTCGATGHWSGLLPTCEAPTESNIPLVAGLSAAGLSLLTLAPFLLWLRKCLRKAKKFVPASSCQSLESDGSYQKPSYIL
#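 System: HUVEC, human umbilical vein endothelial cells; quantity: 3,000 cells/well; buffer or medium: EGM-2 medium, gelatin-coated wells; dosing: single-point compound dose; detection: immunofluorescence imaging; evaluation: % PE-positive cells; benchmarks: TNF-alpha, DMSO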
# PglD DTNB: PglD (C. jejuni) enzyme inhibition; 360,000 compounds, 0.098% hits; inhibition, % at 12.5 µM; AID 602405; purified PglD enzyme, DTNB colorimetric CoA detection; in the data active means inhibition above about 16%, passing the limit was not always enough; inconclusive means no clear call, values can overlap the other calls; further: strong numbers were not always called active
# Statin myotox sup: suppression of simvastatin myotoxicity | C2C12 myotubes + simvastatin, ATP luminescence, 48 h; scaled: DMSO 0, geranylgeraniol control 100 | rescue of ATP level, % at 7.49 µM | 330,000 compounds, 0.78% hits | AID 602340;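 active means mean ATP rescue above about 67%, or every replicate alone reaching that limit, limit read from the data, passing the limit was not always enough; inconclusive means no clear call, values can overlap the other calls; inactive means mean under the limit and some replicate under it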;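 further: myotubes were challenged with 10 µM simvastatin during compound exposure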
# Starred values were filed as active, the others as inactive; ? = inconclusive; nt = no result given. This is a subset; count on the stated rates, not on these rows.
SMILES,SIRT5 block,ERp5 block,S100A4 MyoIIA,DENV2 CPE,E-sel inducer,PglD DTNB,Statin myotox sup
CCC(C)CCN1C(Nc2ccccc2)=NC[C@@H]1CC(C)C (some centres undefined),-2,-1,0,-2,-0.2,-5,6
C[C@H](CO)N1C[C@H](C)[C@@H](CN(C)C(=O)NC2CCCCC2)OCCCC[C@H](C)Oc2ccc(N(C)C)cc2C1=O,-3,1,-39,-3,-0.1,2,-16
O=C(NCCCN1CCOCC1)c1cc(-c2ccc(O)cc2)on1,2,1,1,0,-1.0,1,7
COc1ccc(/C=C2\Oc3cc(OCC(=O)N4CC(O)C[C@H]4C(=O)O)ccc3C2=O)cc1OC (some centres undefined),2,-3,-2,1,nt,-16,7
CN1CCN(c2ccc(NC(=O)c3ccc(-c4ccc(Cl)cc4)o3)cc2)CC1,1,-4,6,14,4.0,5,3
Cc1cc(C(=O)CN2C(=O)C(=O)N(CC(C)C)C2=O)c(C)n1C1CC1,1,3,-2,15,-0.2,2,2
CC(OC(=O)C1CC(=O)N(Cc2ccccc2)C1)C(=O)Nc1ccccc1[N+](=O)[O-] (centres undefined),0,0,0,-33,nt,3,11
O=C(NNC(=O)c1ccccc1Br)c1ccc2nc[nH]c2c1,-2,-2,1,-9,-0.1,-2,2
N#C[C@H]1[C@H](c2ccccc2C2=CCCC2)[C@@H](CO)N1C(=O)CN1CCOCC1,-2,3,4,8,0.0,nt,nt
C[C@H]1CN([C@@H](C)CO)C(=O)c2cccc(NC(=O)Nc3ccccc3)c2O[C@H]1CN(C)C(=O)NC1CCCCC1,0,-2,-20,-8,0.1,0,-57
Cc1ccc(OCC(=O)N(C)CC(=O)Nc2ccc(F)c(F)c2F)cc1,-4,-2,6,-5,-0.6,-5,4
Cc1ccc(OCC(=O)Nc2nnc(S(=O)(=O)N3CCCCC3)s2)cc1,0,-1,-3,5,nt,-7,-4
CC(C)NC(=O)Nc1ccc2c(c1)C(=O)N([C@@H](C)CO)C[C@H](C)[C@@H](CN(C)S(=O)(=O)c1ccccc1)OCCCC[C@@H](C)O2,0,0,-2,19,0.2,-2,nt
N#C[C@@H]1[C@@H](c2ccccc2)[C@H](CO)N1C(=O)CN1CCOCC1,1,16,10,4,-0.1,-2,13
COc1cccc(NC(=O)N2C[C@@H](O)COC[C@@H]3O[C@H](CC(=O)NCCCN4CCOCC4)CC[C@H]32)c1,6,-3,6,2,0.0,-4,3
OCCN(CC#CC(O)(c1ccccc1)C1CCCCC1)CCO (centres undefined),6,-2,-4,3,0.3,-2,-18
Cc1ccc(S(=O)(=O)N[C@@H]2CC[C@H](CCNS(=O)(=O)Cc3ccccc3)O[C@H]2CO)cc1,-2,-5,1,4,0.4,6,-5
COCCCn1c(=N)c(C(=O)NCc2ccc3c(c2)OCO3)cc2c(=O)n3cccc(C)c3nc21,nt,-2,12,1,-0.3,nt,nt
Cc1c(C(=O)O)sc2nc(/C=C/c3cccc(F)c3)[nH]c(=O)c12,9,4,0,4,0.0,-4,-2
O=C(Nc1cccc(Br)c1)c1cccc(OC(=S)N2CCOCC2)c1,-2,10,1,nt,?,0,-7
Cc1ccc(C(=O)NC2CCCN(c3ccc(C(F)(F)F)cn3)C2)cn1 (centres undefined),2,8,-3,4,-0.1,-6,-6
CCN(CC)S(=O)(=O)c1cccc(NC(=O)COC(=O)/C=C/c2cccs2)c1,-2,2,-4,4,-0.4,nt,5
COc1ccccc1-c1nc(COc2ccc(Cl)cc2Cl)no1,1,-1,1,-7,nt,nt,nt
CN(C)C(=O)c1ccc(-c2ccc([C@@H]3[C@@H](CO)N(C(=O)C4CC4)[C@H]3C#N)cc2)cc1,2,-3,0,0,0.0,6,11
C[C@H]1CN([C@@H](C)CO)C(=O)c2cc(-c3ccccc3)cnc2O[C@@H]1CN(C)C(=O)C1CCCCC1,-8,-6,-3,47*,0.0,nt,nt
C[n+]1ccc(/C=C/c2ccccc2O)c2ccccc21,2,3,-1,10,nt,nt,nt
O=C(Cc1ccccn1)NCC[C@H]1CC[C@H](NS(=O)(=O)c2ccccc2)[C@@H](CO)O1,1,1,10,11,-0.5,1,-4
COc1ccc2c(c1)C(=O)N(c1ccc(C)cc1C)C(=O)C2(C)C,-10,1,-3,18,0.1,-5,9
C[C@@H]1CN([C@H](C)CO)C(=O)c2cc(NC(=O)Nc3ccc(C(F)(F)F)cc3)ccc2O[C@@H](C)CCCCO[C@@H]1CN(C)Cc1ccc(C(=O)O)cc1,-3,3,3,12,-0.2,-4,nt
O=C(O)CSc1nc(-c2ccccc2)cc(=O)[nH]1,nt,-7,-1,nt,nt,1,0
O=C(Nc1ncccc1O)c1ccc2c(c1)OCO2,1,3,-2,3,-0.3,2,1
O=C(C[C@H]1C=C[C@H](NC(=O)CN2CCOCC2)[C@H](CO)O1)NCCc1ccccc1,17*,-3,3,0,-0.2,0,-6
Cc1ccc([N+](=O)[O-])c(C)[n+]1C,-8,3,-2,8,nt,-7,4
O=C(C1CC1)N1CCN=C1SCc1ccccc1,nt,4,1,2,-0.1,-1,12
O=C(Cc1ccc(Cl)cc1)N1CCN(c2ccc(F)cc2)CC1,-6,-3,-7,-5,nt,2,22
CCc1nc2c(OCc3ccc(Cl)cc3)cccn2c1N(C)C(=O)c1cccs1,-2,1,-11,19,-0.5,-2,-34
NC(=O)C1CCCN(C(=O)c2cccc(S(=O)(=O)N(Cc3ccccc3)c3ccccc3)c2)C1 (centres undefined),-14,3,-19,-6,0.1,1,3
Cc1cc(C)n(Cc2ccc(C(=O)N/N=C/c3ccc(-c4ccc([N+](=O)[O-])cc4)o3)o2)n1,-1,-7,1,-10,0.5,-9,-24
Cc1nn(C)cc1S(=O)(=O)Nc1ccccc1Br,7,3,-1,5,-4.6,2,nt
CCCCN(CCCC)CCNC(=O)c1cn(CC)c2ccc(S(=O)(=O)N3CCc4ccccc4C3)cc2c1=O,-1,1,6,4,nt,11,-12

# An excerpt from above in order of the PglD DTNB value, smallest number first.
Structure,SIRT5 block,ERp5 block,S100A4 MyoIIA,PglD DTNB
Cc1ccc(C(=O)NC2CCCN(c3ccc(C(F)(F)F)cn3)C2)cn1 (centres undefined),2,8,-3,-6
O=C(C1CC1)N1CCN=C1SCc1ccccc1,nt,4,1,-1
O=C(Nc1ncccc1O)c1ccc2c(c1)OCO2,1,3,-2,2

# Marked active in SIRT5 block, among the entries above:
Molecule,SIRT5 block,ERp5 block,S100A4 MyoIIA,PglD DTNB
O=C(C[C@H]1C=C[C@H](NC(=O)CN2CCOCC2)[C@H](CO)O1)NCCc1ccccc1,17*,-3,3,0

# New compounds follow
SMILES,SIRT5 block,ERp5 block,S100A4 MyoIIA,DENV2 CPE,E-sel inducer,PglD DTNB,Statin myotox sup
C[C@@H]1CN([C@H](C)CO)C(=O)c2cccc(NC(=O)Nc3ccccc3)c2O[C@@H]1CN(C)Cc1ccncc1,1,0,-6,-5,-0.2,1,-23
CCCC#Cc1cnc2c(c1)C(=O)N([C@@H](C)CO)C[C@H](C)[C@H](CN(C)C(=O)c1ccccc1)O2,-5,1,-24,-1,0.3,-3,2
C[C@H]1CN([C@@H](C)CO)C(=O)Cc2cc(NC(=O)CCC(F)(F)F)ccc2O[C@H]1CN(C)Cc1ccccc1,1,-3,7,0,0.5,0,27
C[C@@H]1CCCCO[C@H](CN(C)C(=O)CCC(F)(F)F)[C@H](C)CN([C@@H](C)CO)C(=O)c2cc(NC(=O)CCCN(C)C)ccc2O1,nt,nt,nt,-5,-0.2,-3,nt
Cc1cccc(C)c1NC(=O)COC(=O)c1ccc2c(c1)OCO2,0,-2,1,6,nt,nt,6
CS(=O)(=O)c1ccc2nc(NC(=O)C3CCCO3)sc2c1 (centres undefined),nt,1,-8,nt,2.4,nt,nt
COc1cccc(-n2ccnc2SCC(=O)Nc2cc(C)on2)c1,-4,-4,4,3,-0.1,-4,17
N#C[C@H]1N[C@@H](CO)[C@@H]1c1ccc(-c2ccccc2F)cc1,2,-3,0,-13,-0.4,-2,0
Cc1nn(-c2ccccc2)c(C)c1/C=N/NC(=O)CSc1nnc(SCc2ccc(Cl)cc2)s1,3,-14,6,19,nt,nt,nt
CN1C(=O)NC(c2ccccc2)(C(F)(F)F)S/C1=C(/C#N)c1nnc(N2CCOCC2)n1-c1ccccc1 (centres undefined),1,2,10,-1,-2.8,nt,nt
COc1ccc(CCNC(=O)C(Sc2ccccn2)c2ccccc2)cc1OC (centres undefined),-1,5,0,-2,nt,nt,nt
Oc1cccc(/C=N/Nc2nn3cnnc3c3ccccc23)c1,-1,-2,-4,3,0.0,4,-12
CCOc1ccc(NC(=O)C2Cc3ccccc3CN2S(=O)(=O)CC)cc1 (centres undefined),-2,-10,-2,-4,0.0,7,-3
CN(C)C(=O)c1cn(-c2ccccc2)nc1-c1cc2ccccc2o1,-6,5,-8,nt,nt,-4,3
O=C(Cc1ccncc1)NCC[C@@H]1CC[C@H](NC(=O)C2CCCC2)[C@@H](CO)O1,5,-3,9,-6,0.0,1,1
CCCCC#Cc1cncc(C(=O)N/N=C/c2cccc(OC)c2)c1,-1,0,-1,-5,0.2,nt,-14
Cc1nc(COc2ccccc2Cl)sc1-c1ccnc(N)n1,-2,-3,-12,1,nt,nt,-2
C[C@H]1CN([C@@H](C)CO)C(=O)Cc2cc(NC(=O)Nc3ccc4c(c3)OCO4)ccc2O[C@H]1CN(C)S(=O)(=O)c1ccc(F)cc1,0,0,-5,-3,-11,nt,-160
CC(C)C[C@H](NC(=O)c1nc[nH]c1C(=O)NC1CCN(C(=O)OC(C)(C)C)CC1)C(=O)OC(C)(C)C,nt,2,-1,50*,0.0,4,2
OCc1nc2ccccc2n1CCc1ccccc1,-5,4,-1,2,nt,2,-4
CSCCCNC(=S)Nc1ccc(N2CCOCC2)cc1N1CCOCC1,-1,2,-9,-2,1.7,3,4
O=C(Nc1ccc(Cl)cc1)c1nc[nH]c1C(=O)Nc1ccccc1F,-3,4,-1,6,-0.2,nt,-3
C[C@@H]1CN([C@H](C)CO)C(=O)Cc2cc(NC(=O)Nc3ccccc3)ccc2O[C@@H]1CN(C)S(=O)(=O)c1ccccc1,-1,-6,4,5,0.2,9,32
CCOc1ccc(CN2CCC(Cc3ccccc3)CC2)cc1,0,-1,1,14,2.8,-4,8
C[C@@H]1CCCCO[C@H](CN(C)C(=O)c2ccccc2)[C@H](C)CN([C@@H](C)CO)C(=O)c2cc(NC(=O)Nc3ccc(F)cc3)ccc2O1,5,1,-2,11,-0.1,7,nt
C[C@H](CO)N1C[C@H](C)[C@H](CN(C)Cc2ccc(Oc3ccccc3)cc2)Oc2ccc(NS(C)(=O)=O)cc2CC1=O,2,-3,11,5,-4.3,0,6
Cc1ccc(S(=O)(=O)N(CC(=O)NCc2cccs2)c2ccccc2)cc1,-5,7,-5,16,nt,3,-2
Cc1ccc(CC2C(=O)N(c3cc(Cl)ccn3)C(=O)C2C)cc1 (centres undefined),-5,9,-2,?,nt,nt,nt
C[C@@H]1CCCCO[C@H](CN(C)C(=O)c2ccccc2)[C@@H](C)CN([C@H](C)CO)C(=O)c2cc(NC(=O)CCCN(C)C)ccc2O1,-4,-1,-7,5,0.0,-5,29
Cc1ccc(S[C@]2(C(=O)NCC(F)(F)F)CC(=O)N(C3CCCCC3)[C@@H]2c2ccc(CO)cc2I)cc1,0,-2,4,-4,nt,-4,nt
C/C(=N\NC(=O)Cc1csc(N2CCOCC2)n1)c1ccc(Cl)c(Cl)c1,1,1,6,nt,-0.1,-2,7
CN1c2ccc(Br)cc2[C@H]2[C@H](CCN2S(=O)(=O)c2ccccc2F)[C@@H]1CO,5,7,-12,40*,0.1,3,-11
